LMNA splice mod – modulators of lamin A splicing; AID 1487; Potency, µM (series often up to 46.1 µM), inactives show at the highest dose ratio change, negative = inhibition, most hits filed as inhibitors; HeLa LMNA splicing GFP/RFP minigene ratio, 48 h; 0.01% of 200,000 active; active = well fitted inhibition curve with a large enough effect in the signal ratio, with a control signal flat, not every such curve was filed as active; inconclusive = small, poorly fitted or top-dose-only effect, or effect the other way, or a change in a side signal; the % refers to the signal ratio; note: % is set by controls: 0 for no effect and ±100 for the full control effect
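S3 HeLa cells stably expressing lamin A-EGFP splicing minigene plus DsRed2, 600 cells/well, 48 h compound exposure at 37C. Laser-scanning cytometry; analysed as GFP (500-530 nm)/RFP (575-640 nm) total intensity ratio; 0.5% DMSO vehicle.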
L3MBTL1 block – blocks human L3MBTL1; Q9Y468; AlphaScreen L3MBTL1–H3K9me1 peptide binding; Potency, µM (doses to about 57.1 µM), for the others: top-dose activity, negative = inhibition, actives largely listed as inhibitors; 0.66% of 230,000 active; note: % is set by controls: 0 for no effect and ±100 for the full control effect; nearly all actives have a fitted effect of over 60% in size
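AlphaScreen assay: L3MBTL1 (50 nM final) was preincubated 30 min at room temperature with biotinylated H3(1-15)K9me1 peptide (75 nM final), then 30 min with library compounds; streptavidin donor and nickel chelate acceptor beads (10 ug/mL final) added, 30 min dark.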
ALDH1A1 inh – ALDH1A1 (human) enzyme inhibition; P00352; Purified ALDH1A1, NADH fluorescence, propionaldehyde substrate; Potency, µM (series often up to 75.3 µM), without a hit: top-dose activity, negative = inhibition, actives largely listed as inhibitors; 7.3% of 220,000 active; AID 1030; active = well fitted inhibition curve with a large enough effect, not every such curve was filed as active; inconclusive = small, poorly fitted or top-dose-only effect, or another doubt; inactive = no such curve, though single readings can be large or run the other way;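 note: plate controls were no enzyme wells and a reference inhibitor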
Target sequence (P00352 whole entry, looked up): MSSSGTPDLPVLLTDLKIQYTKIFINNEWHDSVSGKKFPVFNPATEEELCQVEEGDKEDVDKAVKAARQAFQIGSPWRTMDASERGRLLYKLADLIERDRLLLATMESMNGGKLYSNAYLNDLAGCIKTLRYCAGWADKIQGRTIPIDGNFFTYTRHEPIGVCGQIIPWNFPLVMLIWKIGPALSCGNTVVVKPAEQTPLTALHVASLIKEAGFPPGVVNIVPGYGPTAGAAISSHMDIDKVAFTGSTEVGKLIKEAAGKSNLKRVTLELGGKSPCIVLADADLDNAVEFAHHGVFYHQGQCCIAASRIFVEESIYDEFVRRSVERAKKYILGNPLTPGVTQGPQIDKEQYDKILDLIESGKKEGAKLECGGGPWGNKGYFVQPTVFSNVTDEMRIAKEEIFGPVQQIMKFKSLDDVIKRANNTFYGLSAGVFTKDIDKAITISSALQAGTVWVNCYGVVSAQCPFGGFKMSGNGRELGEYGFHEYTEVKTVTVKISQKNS
Tau fibril ThT – blocks human tau fibril formation measured by thioflavin T | recombinant tau K18 P301L (four-repeat tau fragment), heparin-induced fibrillization, ThT fluorescence | Potency, µM (highest dose often 57.4 µM), inactives show top-dose activity, negative = inhibition, usual class: inhibitors | P10636 | AID 1460 | 2.1% of 270,000 active; note: % is set by controls: 0 for no effect and ±100 for the full control effect; nearly all actives have a fitted effect of over 55% in size
Target sequence (P10636 561-689 P618L limits assumed): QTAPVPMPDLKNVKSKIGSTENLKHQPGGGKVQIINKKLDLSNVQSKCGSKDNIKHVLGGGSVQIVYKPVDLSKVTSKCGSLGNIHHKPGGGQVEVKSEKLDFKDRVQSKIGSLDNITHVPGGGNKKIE
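Tau K18 P301L fragment (15 uM unlabeled plus 0.24 uM Alexa 594-labeled) in 100 mM sodium acetate pH 7 with compound, fibrillization induced by 20 uM heparin for 6 hr at 37 C. Thioflavin T (30 uM) added, fluorescence read after 1 hr (ex 450, em 510 nm).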
JMJD2E inh – JMJD2E (human) inhibition; B2RXH2; 1.6% of 230,000 active; JMJD2E catalytic domain, FDH-coupled NADH fluorescence (FDH is formaldehyde dehydrogenase); AID 2147; Potency, µM (series often up to 57.1 µM), inactives show at the highest dose activity change, negative = inhibition, hits mostly inhibitors; active = well fitted inhibition curve with a large enough effect, not every such curve was filed as active; inconclusive = small, poorly fitted or top-dose-only effect, or another doubt; inactive = no such curve, though single readings can be large or run the other way;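 note: 0% = wells with enzyme and -100% = buffer wells without enzyme; nearly all actives have a fitted effect of over 50% in size; many of its hits are not listed in these tables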
Target sequence (B2RXH2 1-337 limits assumed): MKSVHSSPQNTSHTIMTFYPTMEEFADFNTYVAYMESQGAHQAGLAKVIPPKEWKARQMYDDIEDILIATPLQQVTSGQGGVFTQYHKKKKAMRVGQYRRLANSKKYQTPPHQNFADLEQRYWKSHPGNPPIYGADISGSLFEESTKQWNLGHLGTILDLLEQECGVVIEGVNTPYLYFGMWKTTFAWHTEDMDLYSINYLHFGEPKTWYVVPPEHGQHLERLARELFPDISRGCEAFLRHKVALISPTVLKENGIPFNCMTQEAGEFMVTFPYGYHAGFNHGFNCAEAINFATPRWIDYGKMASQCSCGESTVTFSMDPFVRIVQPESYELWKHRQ
Luc counter – blocks Kinase-Glo luciferase, a counter-screen artifact; Q27757; Kinase-Glo luciferase, ATP luminescence, 8 min; Potency, µM (doses to about 38.3 µM), for inactives: at the top dose activity change, negative = inhibition, hits mostly inhibitors; 0.28% of 200,000 active; AID 1379; note: % is set by controls: 0 for no effect and ±100 for the full control effect; nearly all actives have a fitted effect of over 60% in size
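Compounds were added to a substrate mix at pH 7.2 (50 mM imidazole, 10 uM ATP, within the enzyme's linear range), followed by Kinase-Glo detection reagent; luminescence was measured after 8 minutes at ambient temperature.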
SMN2 splice enh – SMN2 splice variant enhancement; Potency, µM (titrated, usually from 46.1 µM), without a hit: at the top dose activity change, positive = activation, usual class: activators; AID 1458; 2.8% of 210,000 active; HEK293 SMN2-luciferase splicing reporter, luminescence, 30-36 h; note: % of control where 0% means no effect; nearly all actives have a fitted effect of over 55% in size
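HEK293 cells carry an SMN2 minigene-luciferase reporter in which exon 7 inclusion puts luciferase in frame. Cells were seeded at 2000 cells/well, attached for 10-12 hours, then exposed to compounds for 30-36 hours at 37C before ONE-Glo luminescence.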
RECQ1 inh – blocks DNA unwinding by human RECQ1 | P46063 | RECQ1 DNA unwinding, red fluorescence kinetic read | Potency, µM (series often up to 57.3 µM), for inactives: at the top dose activity, negative = inhibition, actives largely listed as inhibitors | 0.54% of 240,000 active | AID 2549;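 note: plate controls were vehicle for no effect and no enzyme for full effect; nearly all actives have a fitted effect of over 30% in size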
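RECQ1T1 50 nM; forked duplex (20 bp + 30-nt ss tails) 200 nM, ATP 2 mM final; pH 8.0, 2 mM MgCl2, 2.5 ug/ml poly(dI-dC); 15 min compound preincubation; discontinuous kinetic read over 2 h at RT.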
The depositor's hits bear a star; i = inactive; ? = inconclusive; / = no result given; [ ] = another dose, or the depositor's remark. Unless noted, calls come from the whole dose curve; as a rule, active = well fitted curve in the direction sought with a large enough effect; inconclusive = small, poorly fitted or top-dose-only effect, or another doubt; inactive = no such curve, though single readings can be large; an effect the other way counts as inactive or inconclusive. Potency is the fitted concentration of half-maximal effect.

canonical_smiles,LMNA splice mod,L3MBTL1 block,ALDH1A1 inh,Tau fibril ThT,JMJD2E inh,Luc counter,SMN2 splice enh,RECQ1 inh
O=C(O)C1CC=CCC1C(=O)N1CCc2ccccc21 (stereo unspecified),2.1%,-7.9%,5.7%,-7.4%,-10.8%,-1.1%,5.2%,-5.3%
Cc1ccc(CN2CCN(Cc3cnc(N(C)C)s3)CC2CCO)o1 (stereo unspecified),20.2%[46 µM],0.0%,-1.9%,-5.3%,-7.1%,3.6%,-1.8%,-8.1%
O=[N+]([O-])c1ccccc1S(=O)(=O)Oc1ccccc1/C=N/n1cnnc1,-7.5%,6.8%,-0.5%,-4.9%,-0.9%,-0.1%,-19.0%,-3.4%
COC(=O)N[C@H](c1ccccc1)[C@@]1(C)C[C@@H]1[C@@H](C)C(=O)Nc1ccc2ccccc2c1,/,/,7.94µM*,-4.2%,-0.1%,-6.9%,-32.9%[inhibitor],7.0%
CCCOc1ccccc1C1NC(=O)NC(C)=C1C(=O)OCCOC (stereo unspecified),5.2%,6.1%,-0.7%,-11.4%,8.4%,-2.4%,?,-2.3%
Cc1ccc(Cl)c2c1NC(=O)C2(O)CC(=O)c1ccc(F)cc1 (stereo unspecified),3.8%,7.3%,5.2%,-7.6%,5.0%,1.1%,11.1%,-15.1%
CCCCOc1ccc(NC(=O)[C@@H]2CCCN2C(=O)C2CCN(S(=O)(=O)c3ccc(C)cc3)CC2)cc1,?,3.6%,-9.1%,-10.4%,1.7%,-6.8%,-30.9%,-5.1%
CCOCCCn1c(-c2ccc(Cl)cc2)n[nH]c1=S,5.3%,/,6.8%,-8.3%,-9.7%,22.1%,-14.6%,i
O=C(NC(=S)N1CCCc2ccccc21)c1ccc(Cl)cc1,?,-10.7%,-173.7%,-0.6%,8.6%,-0.1%,?,1.7%
COC(=O)C1=C(C)NC(=S)NC1c1ccc(-c2ccccc2C(=O)OC)o1 (stereo unspecified),-13.1%[46 µM],-19.1%,15.8µM*,-8.7%,?,-2.9%,-20.6%,3.0%
CCN(CC)S(=O)(=O)c1ccc2c(c1)[nH]c(=S)n2CC,?,6.4%,17.8µM*,-6.3%,-10.7%,1.1%,28.8%,-9.5%
O=C(COC(=O)C1=COCCO1)Nc1ccc2c(c1)OCO2,3.6%,-7.2%,?,-3.8%,2.5%,-2.3%,-0.2%,-11.0%

canonical_smiles,LMNA splice mod,L3MBTL1 block,ALDH1A1 inh,Tau fibril ThT,JMJD2E inh,Luc counter,SMN2 splice enh,RECQ1 inh
CN(CC(=O)Nc1ccc(Cl)cc1)C(=O)c1cccc(S(=O)(=O)N(C)C)c1,-8.0%,11.8%,-4.5%,1.4%,-2.4%,-0.7%,-6.0%,-2.0%
COc1cccc(CN(C)CC(=O)Nc2ccccc2C(=O)Nc2ccccc2)c1OC,2.8%[46 µM],/,?,-14.8%,?,0.3%,18.8%,i
Cc1ccc(S(=O)(=O)Nc2ccc(-c3nc4cc(NS(=O)(=O)c5ccc(C)cc5)ccc4o3)cc2)cc1,-24.8%,/,?,7.3%,?,1.7%,4.8%,i
OCCC1CN(Cc2nc3ccccc3s2)CCN1C1CCCC1 (stereo unspecified),/,-3.1%,-12.6%,4.7%,0.0%,-4.5%,1.0%,8.1%
Cc1nn(C)c(N)c1-c1ccccc1,/,/,8.2%,-1.7%,7.4%,-2.0%,-9.8%,-1.6%
CCNC(=S)N(CCc1c(C)[nH]c2ccc(C)cc12)Cc1cc(OC)c(OC)c(OC)c1,?,-4.2%,6.2%,?,-7.2%,-3.0%,-5.5%,i
CCCCOC(=O)Nc1sc2c(c1C(=O)OC)CCC2,1.6%,10.2%,?,?,1.8%,-3.2%,-4.7%,-11.7%
Cc1nnc(NC(=O)CC(NC(=O)C(F)(F)F)c2ccccc2)s1 (stereo unspecified),-10.6%,3.4%,?,-15.4%,-3.8%,1.8%,13.9%,-0.7%
O=c1nc(SCc2ccc(Cl)cc2)nc(-c2ccccc2)[nH]1,/,-4.9%,/,-17.8%,2.1%,/,/,i
COc1ccc(OC)c(NC(=O)[C@H]2CC=CC[C@H]2C(=O)O)c1,3.9%,-7.2%,-2.2%,-2.4%,9.4%,-0.8%,-21.1%,0.6%
N#CC(C#N)C(c1ccsc1)c1c(-c2ccccc2)[nH][nH]c1=O (stereo unspecified),13.0%,-7.8%,-0.6%,?,-23.4%,-0.2%,?,-2.7%
COc1ccc(Nc2nc(S(=O)(=O)c3ccc(C)cc3)c(Cl)s2)cc1,?,-0.4%,-5.3%,-16.7%,-6.6%,0.2%,-53.1%[inhibitor],-13.0%

canonical_smiles,LMNA splice mod,L3MBTL1 block,ALDH1A1 inh,Tau fibril ThT,JMJD2E inh,Luc counter,SMN2 splice enh,RECQ1 inh
CN(CC(=O)Nc1ccc(Cl)c(C(F)(F)F)c1)Cc1cc(=O)n2ccsc2n1,-4.9%[46 µM],-26.2%,-7.4%,-2.7%,-21.1%,-2.8%,-17.0%,-9.3%
CCCCNC(=O)c1ccc(-n2c(=S)[nH]c3ccccc3c2=O)cc1,-5.8%[46 µM],3.0%,9.1%,-6.0%,-1.9%,-0.7%,-5.1%,i
CSCCC(NC(=O)c1ccc([N+](=O)[O-])cc1Cl)C(=O)OCC(=O)NCC(F)(F)F (stereo unspecified),-9.6%,-0.5%,7.9%,7.5%,1.3%,0.6%,6.4%,-1.9%
CSCCC(NC(=O)c1ccc([N+](=O)[O-])cc1Cl)C(=O)OCC(=O)NCCCc1ccccc1 (stereo unspecified),-4.9%,-9.5%,?,-9.3%,4.0%,-2.1%,-0.4%,-3.9%
CCn1c(SCC(=O)NC(C)(C)C)nc(O)cc1=O,13.6%,-1.3%,-7.6%,-5.5%,-0.3%,-3.4%,9.1%,14.3%
CC1CCN(c2cc(N(C)CCO)c([N+](=O)[O-])c3nonc23)CC1,/,/,?,?,-5.4%,3.3%,-1.5%,?
CCOC(=O)C(NCCc1ccccc1F)(NC(C)=O)C(F)(F)F (stereo unspecified),?,7.3%,11.3%,5.7%,-3.5%,0.7%,-6.8%,-3.7%
Cc1noc(C)c1COc1ccc(CC(=O)NCc2ccccc2)cc1,/,12.7%,14.2%,5.7%,3.4%,0.6%,7.2%,13.2%
O=C(CN1C(=O)c2ccccc2S1(=O)=O)N1CCN(Cc2ccc3c(c2)OCO3)CC1,12.1%,/,?,-7.9%,-2.8%,-2.0%,-1.0%,8.6%
CCCCC(CC)CNC(=O)CN(C)S(=O)(=O)c1cccc2nsnc12 (stereo unspecified),?,39.9%[activator],?,-5.3%,-0.6%,-0.8%,-23.0%,-2.9%
C=CCOc1ccc(C2OC34CCCCC3C(C#N)(C#N)C2(C#N)C(=N)O4)cc1 (stereo unspecified),7.6%,/,?,-19.3%,?,0.0%,-15.5%,-7.1%
COc1ccc(N2CCN(C(CNC(=O)c3cccc(Cl)c3)c3cccnc3)CC2)cc1 (stereo unspecified),?,-11.2%,-1.0%,?,-0.3%,-2.0%,-20.8%,i

canonical_smiles,LMNA splice mod,L3MBTL1 block,ALDH1A1 inh,Tau fibril ThT,JMJD2E inh,Luc counter,SMN2 splice enh,RECQ1 inh
CCOc1ccc(C2NC(=O)C(C#N)=C(S)N2c2cccc(C)c2)cc1OC (stereo unspecified),?,1.2%,?,31.6µM*,-12.5%,0.9%,/,-3.8%
COc1cc(C(=O)NCC(C)C)cc(OC)c1OC,13.6%,/,-2.8%,4.8%,8.0%,6.3%,-23.1%,-0.2%
O=C(CO/N=C/c1ccccc1OC(F)F)N1CCc2ccccc21,-8.2%,-4.9%,15.8µM*,9.7%,-0.8%,3.1%,-20.4%,-9.4%
Cc1nn(Cc2ccccc2)c(Cl)c1C(=O)NCCc1ccc(Cl)cc1,?,5.9%,?,-3.9%,0.2%,-1.9%,-25.0%,4.4%
Cc1ccc(F)cc1NC(=O)C1CC(=O)N(CCc2ccccc2)C1 (stereo unspecified),?,-17.1%,14.7%,-2.4%,8.0%,-4.6%,4.3%,i
Cc1cc(C)nc(NS(=O)(=O)c2ccc(NC(=O)Cc3ccccc3)cc2)n1,/,/,-13.5%,-5.2%,-3.8%,-1.1%,-7.3%,-12.9%
Cc1ccc(NC(=S)NNC(=O)c2nn(C)cc2Cl)cc1,5.9%,6.5%,-14.9%,-16.6%,20µM*,-5.4%,10.1%,-4.2%
Cc1c(C(=O)O)cc(C(C)(C)C)n1CCSCCO,/,-2.3%,10.3%,0.0%,4.1%,/,/,18.0%
Cc1ccn2cc(-c3cccc([N+](=O)[O-])c3)nc2c1,2.3%[46 µM],-7.5%,?,?,14.2%,?,1.78µM*,-3.9%
C/C(=C\C=C\c1ccccc1)C(=O)c1c(C)cc(C)[nH]c1=O,20.9%[9.22 µM],/,-6.0%,-5.2%,-25.6%,-0.2%,-46.4%,-1.3%
C=CCN(c1ccc(Cl)cc1)S(=O)(=O)c1cccc(C(=O)OCC(=O)N(C)C)c1,/,8.9%,-5.5%,-5.9%,7.4%,0.1%,-1.6%,9.1%

The list is partial (hit frequency here may not be typical).
